# Sm TGR block = S. mansoni TGR enzyme inhibition; AID 485364; 3% of 360,000 active; purified TGR, DTNB reduction, TNB absorbance 405 nm; Q962Y6; Potency, µM (highest dose often 114 µM), for inactives: top-dose activity change, negative = inhibition, usual class: inhibitors; active = well fitted inhibition curve with a large enough effect; inconclusive = small, poorly fitted or top-dose-only effect; inactive = no such curve, though single readings can be large or run the other way; also: nearly all actives have a fitted effect of over 60% in size
#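 TGR 20 nM + NADPH 100 uM (dispensed conc.), cpd preinc 15 min RT; start with NADPH (500 uM addition) then DTNB (15 mM addition). Kinetic TNB absorbance, 405 nm filter. Four-parameter Hill fit across titration.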
# Active calls of the source: *; ? = inconclusive; [ ] = remark or other dose. % is scaled to controls: 0 for no effect and ±100 for the full control effect; potency is read from the fitted curve at half-maximal effect.
SMILES,Sm TGR block
CCOC(=O)N1CCN(S(=O)(=O)N2CCCC(C(=O)NCc3cc(Br)ccc3OC)C2)CC1 (stereo unspecified),5.1%
CCOC(=O)c1ccccc1NC(=O)N(Cc1ccco1)C1CCN(C(C)=O)CC1,1.7%
CCOc1ccc(NC(=O)Cn2c(=O)c(CNc3ccc(CC)cc3)cc3cc4c(cc32)OCO4)cc1,4.6%
CCOc1ccc(CN2CCc3nc(N4CCN(c5ccccn5)CC4)ncc3C2)cc1OC,-17.5%
Cc1ccc(NC(=O)Cn2nc(-c3ccccc3)nc(Cc3ccc(Cl)cc3)c2=O)cc1,6.6%
O=C(NCc1ccccc1)c1cccn1-c1nnc(N2CCCCC2)s1,-5.0%
CC1CCN(C(=O)Cn2cc(SCC(=O)Nc3ccccc3C(F)(F)F)c3ccccc32)CC1,-13.3%
CCOC(=O)c1ccc(N2C(=O)Cc3cc(OCC)c(OCC)cc3C2c2ccccc2)cc1 (stereo unspecified),9.9%
Cc1ccc(C)c(N2CCN(C(=O)C3CCN(S(=O)(=O)c4cn(C)cn4)CC3)CC2)c1,0.2%
CCN1CCN(c2ncnc3c2cnn3-c2ccc(C)cc2)CC1,-3.7%
Cc1ccc2c(=O)c(C(=O)c3ccc(F)cc3)cn(CC(=O)NCCc3ccccc3)c2n1,6.6%
CCc1ccccc1NC(=O)C1(C)Cc2ccccc2C(=O)O1 (stereo unspecified),-3.8%
COc1ccc(CCNC(=O)c2ccc3c(c2)nc(C)n3-c2ccc(Br)cc2)cc1OC,8.5%
CCc1ccc(NC(=O)CCCn2nc(C)c3c(C)n(-c4ccccc4)nc3c2=O)cc1,0.1%
CC1CCN(S(=O)(=O)c2cc(C(=O)NCc3ccc(F)cc3)n(C)c2)CC1,1.1%
COc1ccccc1CNC(=O)Cn1ncc2c3ccccc3n(Cc3ccccc3C)c2c1=O,-1.3%
CCOC(=O)C1CCN(c2ncnc3c2c(-c2ccccc2)cn3-c2ccc(C)c(Cl)c2)CC1,7.3%
COc1ccc2c(c1)CC(C(=O)N1CCC(C(N)=O)CC1)CO2 (stereo unspecified),-3.5%
COc1cc(C2C(=O)N(C3CCC(C)CC3)CC(=O)N2CCc2ccc(Cl)cc2)ccc1OC(C)C (stereo unspecified),1.6%
CCc1cccc(C)c1NC(=O)CN1CCN(Cc2ccccc2Cl)S1(=O)=O,6.5%
CCOCCCNC(=O)c1[nH]c2cc(C)ccc2c1Sc1ccc(Cl)cc1,9.2%
Cc1ccc(NC(=O)CSc2nnc(COc3ccc(Cl)cc3)o2)c(C)c1,-5.8%
Cc1ccc(C(=O)NC2(C(F)(F)F)N=C(c3ccccc3)N(Cc3ccccc3)C2=O)cc1 (stereo unspecified),7.8%
Cc1ccc(C)c(N2CCN(C3(c4ccccc4)C(=O)c4ccccc4C3=O)CC2)c1,-1.9%
CCOc1cc(CNC(=O)c2cc(-c3ccc(Cl)s3)nc3ccccc23)ccc1OC,43.4%[activator]
CC(=O)N1CCCc2cc(S(=O)(=O)N(C)CC(=O)Nc3ccc(F)cc3Cl)ccc21,-4.8%
Cc1noc(C)c1S(=O)(=O)N(CC(=O)Nc1ccc(F)cc1F)c1ccc(C(C)C)cc1,7.6%
COc1cccc(NC(=O)NCc2ccc3c(c2)CCN3C(=O)c2ccccc2)c1,2.6%
CCN(CC)S(=O)(=O)c1ccc2c(c1)N(CC(=O)Nc1cccc(C)c1C)C(=O)C1CCCN21 (stereo unspecified),-3.2%
N#C/C(=C/c1ccccc1Cl)c1nc2ccccc2c(=O)[nH]1,2.8%
CC(=O)c1ccc(NC(=O)c2sc(-n3nc(C)c(Cc4ccc5c(c4)OCO5)c3C)nc2C)cc1,-11.4%
Cc1ccc2nc(-c3c[nH]c4ccccc34)c(Nc3ccccc3C)n2c1,5.5%
CCN(Cc1ccccc1)c1ncnc2c1cnn2-c1ccc(F)cc1,10.6%
Cc1ccc(Cn2c(SCC(=O)C(C)(C)C)nc3ccsc3c2=O)cc1,5.8%
CCOc1ccc(NC(=O)Cn2c(C)ccc(C#N)c2=O)cc1,-7.3%
Cc1cc(C)nc(NS(=O)(=O)c2ccc(NC(=O)COc3ccc(Cl)cc3C)cc2)n1,-0.6%
CCOc1ccc(NC(=O)c2cc(C)nc3c2c(C)nn3-c2cccc(F)c2)cc1,1.6%
Cc1ccc(-n2c(/C=C/c3cccs3)nc3ccccc3c2=O)cc1C,-0.8%
O=C(CCn1cnc2ccccc2c1=O)NCc1ccccc1,-1.5%
CCC12CN3CC(C)(CN(C1)C3c1ccc(O)cc1O)C2=O (stereo unspecified),-0.1%

# 2 of the compounds above, with each value named.
CCc1ccc(NC(=O)CCCn2nc(C)c3c(C)n(-c4ccccc4)nc3c2=O)cc1
  Sm TGR block: 0.1%
COc1ccc(CCNC(=O)c2ccc3c(c2)nc(C)n3-c2ccc(Br)cc2)cc1OC
  Sm TGR block: 8.5%

# Remaining list, next part
SMILES,Sm TGR block
COc1ccc(-c2nc(CSc3nncn4c3cc3oc(C)cc34)c(C)o2)cc1,1.5%
Cc1ccc(C)c(CN2C(=O)c3ccccc3S(=O)c3ccc(C(=O)NCc4ccccc4Cl)cc32)c1 (stereo unspecified),-0.4%
Cc1ccc(CN2CCSc3ccc(C(=O)NCC(C)c4ccccc4)cc32)cc1 (stereo unspecified),0.9%
Cc1cc(-c2ccc(S(=O)(=O)Nc3ccccc3F)s2)on1,1.4%
CCCSC1=NC2(CCN(C(=O)NC3CCCCC3)CC2)N=C1c1ccccc1,-7.9%
CCOc1ccccc1N(C)C(=O)c1sc2nc3n(c(=O)c2c1C)CCCC3,-29.1%
CCOc1ccccc1NC(=O)c1nn(C)c2c1CSc1ccccc1-2,1.7%
CC(=O)N1c2ccc(S(=O)(=O)N3CCCCCC3)cc2CC1C(=O)NCc1ccccc1F (stereo unspecified),-1.1%
COc1ccc(CC(=O)N2CC(=O)Nc3ccc(Br)cc3C2c2ccc(F)cc2)cc1 (stereo unspecified),3.7%
CCn1cc(C(=O)OCC(=O)Nc2ccc(C)c(Cl)c2)c(=O)c2ccc(C)nc21,-1.7%
COc1cc(CN(C(=O)COc2ccc(Cl)c(C)c2)c2ccccn2)cc(OC)c1OC,1.6%
COc1ccc(CC(=O)N2CCc3cc(OC)c(OC)cc3C2COc2cc(C)cc(C)c2)cc1OC (stereo unspecified),-2.2%
Cc1c(Cl)cccc1NC(=O)Nc1nnc(N2CCCCCC2)s1,8.7%
Cc1nc(N2CCCC2)ncc1C(=O)N1CCN(c2ccc(Cl)cc2)CC1,1.8%
COc1ccc(-c2nc3c4ccccc4n(CC(=O)Nc4cc(F)ccc4F)c(=O)n3n2)cc1,8.5%
Cc1ccc(NC(=O)CSc2nc(=O)n(Cc3ccccn3)c3c2CCC3)cc1F,-3.4%
COc1ccc(Cn2c(CCC(=O)Nc3cc(OC)c(OC)c(OC)c3)nc3cccnc32)cc1,-3.7%
CCc1ccc(Cn2nnc3c(=O)[nH]c(C4CCCN(C(=O)c5cccc(Cl)c5)C4)nc32)cc1 (stereo unspecified),-12.4%
Cc1ccc(-n2nc(CO)c(C(=O)NCc3cccnc3)n2)cc1,2.0%
Cc1nn(-c2ccccc2)c(OC(=O)C(C)C)c1Sc1ccc(Cl)cc1,-5.4%
CCOC(=O)Cc1ccc(NC(=O)n2ncc3c(C)cccc32)cc1,6.7%
O=C(Cc1ccc(F)cc1)NCCc1csc2nc(-c3ccccc3F)nn12,3.1%
CCC1CCCCN1Cc1cn2c(-c3ccc(Br)cc3)nnc2s1 (stereo unspecified),-5.2%
COc1ccc(C)cc1NC(=O)C(=O)NCCc1sc(-c2cccc(C)c2)nc1C,6.6%
Cc1cccc(N2CCN(S(=O)(=O)c3ccc(F)c(C(=O)Nc4cccc(Cl)c4C)c3)CC2C)c1 (stereo unspecified),4.5%
CCOc1ccc(NC(=O)c2c(NC(=O)c3ccccc3F)sc3c2CCC3)cc1,-9.9%
COCCCNC(=O)C1CCN(Cc2cc3ccccc3n2Cc2cccc(C)c2)CC1,-1.3%
CC(=O)c1cccc(NC(=O)CSc2nnc3ccc(-c4ccc(Br)cc4)nn23)c1,4.3%
O=C(CSc1nc2ccccc2n1Cc1c(F)cccc1Cl)N1CCN(c2ccc(F)cc2)CC1,?
Cc1cccc(NC(=O)c2sc3nc(N4CCOCC4)c4c(c3c2N)CC(C)(C)OC4)c1,-7.8%
O=C(Nc1ccc2nc(SCC(=O)N3CCc4ccccc43)sc2c1)c1cccc(F)c1,-0.6%
O=C(NCc1cccc(F)c1)c1ccc(CS(=O)c2ccccc2Cl)o1 (stereo unspecified),?
CCOc1ccc(C(=O)Nc2cc(NC(=O)c3ccco3)ccc2OC)cc1Br,4.3%
CCCCN(CC)C(=O)Cn1nc(C)c2c(C)n(-c3ccccc3)nc2c1=O,1.6%
O=C(CSc1nnc(-c2ccc(Cl)cc2)o1)Nc1ccc(F)cc1,1.2%
Cc1cc(C)c(NC(=O)C(C)n2nc(C)c3sc4ccccc4c3c2=O)c(C)c1 (stereo unspecified),-3.7%
Cc1nn(CC(=O)N2CCC(C)CC2)c(=O)c2cc3occc3n12,5.8%
CCCCOc1cccc(C(=O)Nc2cc3nn(-c4ccc(F)cc4)nc3cc2C)c1,0.2%
COc1cccc(C(=O)N2CCC(N3CCN(Cc4ccc(F)cc4)C(=O)C3=O)CC2)c1,12.1%
Cc1ccc2cccc(NC(=O)C(C)Oc3ccc(C)c(C)c3)c2n1 (stereo unspecified),-1.4%
COC(=O)c1c(C)sc(-c2c(-c3ccc(F)cc3)[nH]c3[nH]c(=O)[nH]c(=O)c23)c1O,?
CCc1ccc(-c2[nH]nc3nc(-c4ccc(OC)cc4)cc(C(=O)NCCCOC)c23)cc1,10.8%
Cn1c(=O)c2c(n3c4ccccc4nc13)NC(=O)CC2c1cccc(Cl)c1 (stereo unspecified),21.0%
O=C(Cn1c2ncccc2c(=O)n1-c1ccccc1)NCc1ccccc1Cl,-0.4%
CCc1ccc(NC(=O)CCn2nc(-c3ccccc3OC)c3c(C)cc(C)nc32)cc1,-0.3%
Cc1nc2c(C(=O)NCc3ccccc3Cl)cnn2c(C)c1Cc1ccccc1,0.1%
COc1ccc(CC(=O)NCc2ccc3c(c2)CCN3C(=O)c2ccc(Cl)cc2)cc1OC,0.2%
COc1ccccc1CNC(=O)C1CCN(S(=O)(=O)c2cn(C)cn2)CC1,48.7%[activator]
Cc1cc(C)c2c(=O)nc(SCc3ccccc3C)n(C3CC3)c2n1,3.5%
Cc1ccc(Cl)cc1N1CCN(C(=O)c2noc3c2CCCC3)CC1,17.2%

# 6 structures already listed, sorted by formula weight, ascending.
SMILES,Sm TGR block
CCc1ccccc1NC(=O)C1(C)Cc2ccccc2C(=O)O1 (stereo unspecified),-3.8%
O=C(NCc1ccccc1)c1cccn1-c1nnc(N2CCCCC2)s1,-5.0%
Cc1nc(N2CCCC2)ncc1C(=O)N1CCN(c2ccc(Cl)cc2)CC1,1.8%
CCOc1ccccc1N(C)C(=O)c1sc2nc3n(c(=O)c2c1C)CCCC3,-29.1%
COc1ccc(-c2nc(CSc3nncn4c3cc3oc(C)cc34)c(C)o2)cc1,1.5%
COc1ccc(-c2nc3c4ccccc4n(CC(=O)Nc4cc(F)ccc4F)c(=O)n3n2)cc1,8.5%

# Following part.
SMILES,Sm TGR block
CCc1ccccc1Nc1ncnc2c1cnn2-c1ccc(C)cc1C,-3.0%
CCc1ccccc1NC(=O)c1sc(-n2nc(C)c(Cc3ccc4c(c3)OCO4)c2C)nc1C,1.9%
Cc1c(C(=O)Nc2c(F)cccc2F)sc2ncn(Cc3ccccc3F)c(=O)c12,-1.1%
COc1ccc(NS(=O)(=O)c2c(C)nc3scc(C)n3c2=O)cc1,8.4%
COc1ccc(Nc2ncc3c(n2)CCN(Cc2cccc(F)c2F)C3)c(OC)c1,3.6%
O=C(Nc1ccc(F)cc1Cl)C1CCN(c2ncnc3c2nc2n3CCCCC2)CC1,4.2%
COc1ccc(C(=O)c2oc3ccccc3c2NC(=O)COc2cccc(C)c2)cc1,0.2%
COc1ccc(C)cc1NC(=O)Cn1c(=O)ccc2cc(S(=O)(=O)N3CCCC3)ccc21,-2.4%
Cc1ccc(CSCc2ccc(C(=O)NCCc3ccc(Cl)cc3)o2)cc1,-7.8%
CCOc1ccc(-c2c(C)nn3c(C)c(C(=O)NCc4ccc(Cl)cc4)cnc23)cc1OCC,-7.9%
Cn1c(=O)oc2cc(S(=O)(=O)N3CCC(C(=O)N4CCN(c5ccc(Cl)cc5)CC4)CC3)ccc21,-8.4%
Cc1ccc(CN2CCSc3ccc(C(=O)NCc4ccc(OC(C)C)cc4)cc32)cc1,4.8%
CCc1ccc(NC(=O)CSc2nc(=O)n(Cc3cccnc3)c3c2CCC3)cc1,0.3%
CN1CCN(c2oc(/C=C/c3ccc(F)cc3)nc2C#N)CC1,-0.5%
COc1cc(Cl)c(C)cc1NC(=O)Cn1cc(S(=O)(=O)N2CCC(C)CC2)c2ccccc2c1=O,0.2%
CCCCN(C)CC(O)Cn1cc(/C=C/C(=O)c2ccc(OC)c(OC)c2)c2ccccc21 (stereo unspecified),-3.0%
CC(C)(C)c1ccc(C(=O)Nc2c(C(=O)c3ccc(F)cc3)oc3ccccc23)cc1,4.5%
COc1cccc(CNC(=O)CN2C(=O)CSc3c2c(C)nn3-c2ccccc2)c1OC,-1.6%
Cc1c2cnn(-c3ccccc3)c(=O)c2c(C)n1CC(=O)NCc1ccccc1Br,1.3%
O=C(Nc1cccc(Cl)c1)c1cc(-c2ccccc2)on1,2.8%
Cc1ccc(C2c3[nH]c4ccccc4c3CCN2C(=O)CSCc2ccc(F)cc2)cc1 (stereo unspecified),0.0%
Cc1cc(C)c2c(C)c(C(=O)N3CCC(c4nc5ccccc5s4)CC3)oc2c1,?
CC(C)(C)C(=O)OC1=CN(Cc2ccccc2)S(=O)(=O)c2ccccc21,5.8%
CCCCN(CC)C(=O)CSc1c2c(nc3ccc(Cl)cc13)CCCC2,-10.6%

# From PubChem BioAssay

# Not all compounds are listed; the hit share may differ from the screen's.
